Source: PubChem BioAssay
E-sel inducer: E-selectin induction on HUVECs | activation, % at 7.58 µM | HUVEC E-selectin immunofluorescence imaging; normalized: neutral wells 0, TNF-alpha wells 100 | P16581 | 260,000 tested, 0.37% active;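 active means mean E-selectin-positive cell signal at least 10% of the positive control, reached in at least 60% of replicates, without over 20% cell loss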;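 further: in these data hits start at about 27%; measured in HUVEC primary endothelial cells; signal is the percent of cells scored E-selectin positive by PE staining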
Target sequence (P16581 whole entry, looked up): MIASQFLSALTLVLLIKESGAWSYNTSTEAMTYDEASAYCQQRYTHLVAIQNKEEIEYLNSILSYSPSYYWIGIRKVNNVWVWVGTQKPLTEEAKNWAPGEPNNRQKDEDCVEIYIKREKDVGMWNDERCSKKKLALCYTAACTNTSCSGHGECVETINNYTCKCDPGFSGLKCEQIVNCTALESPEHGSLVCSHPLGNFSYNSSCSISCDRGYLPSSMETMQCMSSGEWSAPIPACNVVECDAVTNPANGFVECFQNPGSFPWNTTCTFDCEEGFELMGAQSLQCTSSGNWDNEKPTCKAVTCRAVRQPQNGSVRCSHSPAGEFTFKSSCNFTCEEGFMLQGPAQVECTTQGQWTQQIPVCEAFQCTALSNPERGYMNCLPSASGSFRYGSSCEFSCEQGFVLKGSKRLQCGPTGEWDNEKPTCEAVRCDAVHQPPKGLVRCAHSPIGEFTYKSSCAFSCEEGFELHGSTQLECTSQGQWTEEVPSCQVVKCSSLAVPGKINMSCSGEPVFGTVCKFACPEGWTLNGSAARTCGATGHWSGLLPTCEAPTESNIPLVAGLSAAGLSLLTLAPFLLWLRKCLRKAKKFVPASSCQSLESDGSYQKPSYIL
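Assay system: HUVEC primary endothelial cells. Input: 3,000 HUVEC seeded per well. Doses: one compound dose added by pin transfer. Read-out basis: % PE-positive cells. Benchmarks: TNF-alpha high, DMSO low. Detection: immunofluorescence imaging. Buffer or medium: EGM-2, gelatin.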
ERp5 inh: blocks human ERp5 reductase activity on insulin; Q15084; 350,000 tested, 0.05% active; ERp5 insulin aggregation, absorbance 650 nm, 90 min; inhibition, % at 9.99 µM; AID 651711;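 active means mean replicate inhibition above about 25%, with every replicate also reaching it, limit read from the data, passing the limit was not always enough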
CASP6 VEID inh: caspase-6 (human) enzyme inhibition. AID 686996. inhibition, % at 12.5 µM. purified caspase-6, Z-VEID-R110 cleavage fluorescence. 350,000 tested, 0.53% active;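 active means mean inhibition across replicates at least about 35%, with every replicate also reaching that limit, limit read from the data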;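 further: 0% = median of neutral control wells and 100% = no fluorescence left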
PglD DTNB: blocks C. jejuni PglD acetyltransferase activity. purified PglD enzyme, DTNB colorimetric CoA detection. inhibition, % at 12.5 µM. 360,000 tested, 0.098% active. AID 602405; in the data active means inhibition above about 16%, passing the limit was not always enough; further: strong numbers were not always called active
RAD54 inh: RAD54 (human) branch migration inhibition | Q92698 | RAD54 Holliday junction branch migration, FAM/BHQ fluorescence | inhibition, % at 10.4 µM | 360,000 tested, 0.14% active | AID 602329;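 active means mean normalized replicate activity at least 40 and at least half of replicates scoring 40 or more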;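 further: 0% = median of neutral control wells and 100% = median of positive control wells; inhibitors cause a drop in the FAM fluorescence signal; in these data hits start at about 50%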
RAD52 anneal inh: blocks human RAD52 DNA annealing. recombinant RAD52 DNA annealing, FRET fluorescence. inhibition, % at 18.7 µM. P43351. 360,000 tested, 0.46% active;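 active means every replicate showing at least 50% inhibition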
Target sequence (P43351 whole entry, looked up): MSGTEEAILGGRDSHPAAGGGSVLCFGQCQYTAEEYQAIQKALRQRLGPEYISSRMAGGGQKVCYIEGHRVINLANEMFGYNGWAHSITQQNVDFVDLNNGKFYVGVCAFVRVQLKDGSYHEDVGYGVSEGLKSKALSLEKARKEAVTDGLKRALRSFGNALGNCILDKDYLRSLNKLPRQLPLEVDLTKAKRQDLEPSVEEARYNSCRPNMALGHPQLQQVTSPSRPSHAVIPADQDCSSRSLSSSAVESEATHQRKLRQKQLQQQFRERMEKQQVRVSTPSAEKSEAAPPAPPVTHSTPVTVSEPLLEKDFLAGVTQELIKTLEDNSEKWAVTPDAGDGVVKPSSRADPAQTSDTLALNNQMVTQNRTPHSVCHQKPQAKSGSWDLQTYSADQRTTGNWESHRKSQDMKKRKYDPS
ARNT-TACC3 inh: disruptors of human ARNT/TACC3 interaction; Q9Y6A5; 390,000 tested, 0.66% active; AlphaScreen His-ARNT PAS-B/GST-TACC3 binding, luminescence; TACC3 fragment carries E629A point mutation; inhibition, % at 9.99 µM;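 active means mean inhibition of replicates at least 50% and at least half of replicates each reaching 50%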;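 further: 0% = complete ARNT plus TACC3 wells and 100% = ARNT alone without TACC3; many hits fall short of the cut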
esBAF inh: inhibitors of esBAF chromatin remodeling in mouse ES cells. Bmi1-luciferase knock-in reporter, 24 h; 100% = twice the neutral-well signal. reporter increase, % at 12.5 µM. 350,000 tested, 2% active; in the data active means activation above about 40%;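 further: 0% = median of the plate's neutral control wells and 100% = double that signal; a rise in the Bmi1 reporter signal indicates esBAF inhibition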
* marks the source's active call; other numbers are inactive results; · = no result given.

SMILES	E-sel inducer	ERp5 inh	CASP6 VEID inh	PglD DTNB	RAD54 inh	RAD52 anneal inh	ARNT-TACC3 inh	esBAF inh
COC(=O)C1=NN(N=O)C2(CC(=O)N(c3cc(C)cc(C)c3)C2=O)C1 (stereo unspecified)	·	·	·	-3	-14	·	19	-10
CNC(=O)COc1ccc(S(=O)(=O)Nc2ccc(C)cc2)cc1	5.0	-4	-1	·	·	1	-3	-6
Cc1cc(-c2nn(-c3ccccc3F)cc2CN2CCN(c3ccncc3)CC2)c(C)s1	·	2	7	1	13	47	36	3
Cn1cnnc1SCC(=O)NNC(=O)c1ccc([N+](=O)[O-])cc1	-0.1	0	-6	2	7	-11	-1	-4
CCN(C(=O)COC(=O)/C=C/c1ccco1)C1CCCCC1	111*	-9	57*	5	1	-14	·	-10
CC[C@]12c3[nH]c4ccccc4c3CCN1C(=O)C(CC(=O)NC/C=C(\C)CCC=C(C)C)C[C@@H]2C(=O)N1CCN(C(=O)c2ccco2)CC1 (stereo partly specified)	-2.1	0	-4	-6	-4	-7	6	13
CO[C@@H]1CN(C)C(=O)c2ccc(NC(C)=O)cc2OC[C@@H](C)N(C(=O)CN2CCOCC2)C[C@H]1C	·	-5	0	0	4	-3	-5	1
CCC1C(=O)NCCN1C(=O)c1cccc(OC2CCN(S(=O)(=O)N(C)C)CC2)c1 (stereo unspecified)	·	-2	-3	4	-9	-7	-3	18
Cc1cc(C)c2[nH]c(=O)c(CN(CC3CCCO3)C(=S)NCc3ccco3)cc2c1 (stereo unspecified)	-1.2	-3	3	·	·	-27	-5	·
Cc1ccc(S(=O)(=O)Nc2ccc3c(c2)C(=O)N([C@@H](C)CO)C[C@@H](C)[C@H](CN(C)S(=O)(=O)c2cn(C)cn2)OCCCC[C@H](C)O3)cc1	0.0	1	0	-1	-5	-27	-10	-6
CC(=O)Nc1nonc1NC(=O)CSc1ccccn1	·	·	·	-4	-4	·	-5	-15
Cc1ccc(S(=O)(=O)N2CCCc3nc(C)c(C)cc32)cc1	-0.2	1	1	·	·	-7	·	·
COc1ccc(CN2CCC2(C)C(=O)Nc2cccc(NS(C)(=O)=O)c2)c2ccccc12 (stereo unspecified)	0.0	-6	-2	6	-11	-12	·	-3
COc1ccc(OC)c(CN2C(=O)CCC2(C)c2nnnn2-c2c(C)cccc2C)c1 (stereo unspecified)	-0.1	3	0	·	·	-1	·	·
COc1ccc2c3c([nH]c2c1)[C@@H](CO)N(C(=O)C1CCCCC1)CC31CCN(C(=O)NC(C)C)CC1	-0.1	-5	0	·	·	9	·	·
COc1ccc(S(=O)(=O)N2CCC3CC2c2c(-c4ccc(C(F)(F)F)cc4)cccc23)cc1 (stereo unspecified)	-0.1	-3	-2	1	-13	-9	·	-4
CCc1ccc(C2c3[nH]c4ccccc4c3CCN2C(=O)c2ccc(=O)n(C)n2)cc1 (stereo unspecified)	·	3	2	-2	-29	-16	-3	-11
O=C(Nc1ccc(N2CCCCC2)cc1)c1ccc2c(c1)OCCO2	·	·	·	1	6	·	5	23
O=C(Nc1ccccc1C(=O)O)c1cc(S(=O)(=O)N2CCOCC2)cs1	·	2	2	·	·	-7	13	·
CCCNC(=O)C1(C)CCN1C(=O)c1ccccc1CCc1ccccc1 (stereo unspecified)	-0.3	-3	2	·	5	18	·	1
O=C(N/N=C/c1cc(Br)ccc1OC(=O)c1ccc(Br)cc1)c1ccncc1	0.2	1	-2	2	7	-7	61*	·
Cc1c(C(=O)Nc2ccccc2)cn2c(nc3ccccc32)c1C#N	1.8	-6	-2	·	·	-48	11	·
C[C@@H]1CN([C@H](C)CO)C(=O)c2cc(N(C)C)ccc2O[C@@H](C)CCCCO[C@@H]1CN(C)C(=O)Cc1ccccc1	0.0	3	1	-4	-2	9	-7	0
C[C@H](CO)N1C[C@H](C)[C@H](CN(C)S(=O)(=O)c2ccccc2F)Oc2ncc(C#Cc3ccccc3)cc2C1=O	·	1	-7	-2	-5	7	·	-1
Cc1ccccc1C(=O)NNC(=O)C1CCN(C(=O)Nc2ccccc2)CC1	-0.1	-9	2	3	-6	-4	-4	3
C[C@@H]1CCCCO[C@H](CN(C)C)[C@@H](C)CN([C@H](C)CO)C(=O)c2cc(NC(=O)C3CCCCC3)ccc2O1	-0.2	-4	4	2	-3	-4	2	-1
C[C@@H]1CN([C@@H](C)CO)C(=O)c2cc(C#Cc3cccnc3)cnc2O[C@@H]1CN(C)S(=O)(=O)c1ccccc1F	0.3	-4	-2	5	13	-11	8	-4
Cc1ccc(C(=O)NC2CCN(CC(=O)Nc3cccc([N+](=O)[O-])c3)CC2)cc1	-0.6	1	0	·	·	2	12	·
COc1ccc(N(CC(=O)N/N=C(\C)CCc2ccccc2)S(=O)(=O)c2ccc(C)cc2)cc1	3.0	0	-1	1	-12	-11	5	-9
COc1ccc(S(=O)(=O)Nc2ccc3c(c2)C(=O)N([C@@H](C)CO)C[C@@H](C)[C@H](CN(C)Cc2ccc(C(=O)O)cc2)OCCCC[C@H](C)O3)cc1	-0.1	-2	-1	4	-4	11	30	0
CN(C)C(=O)C[C@H]1CC[C@H](NC(=O)NC2CCCCC2)[C@H](CO)O1	-0.6	2	3	1	6	-10	-6	3
CN1C(=O)c2ccc(C(=O)NCc3ccccn3)cc2C1=O	-0.4	0	-2	-1	6	-13	-1	·
NC(=O)CN1C(=O)C(=O)N(Cc2ccccc2)C1=O	·	4	1	·	·	-2	-8	·
CC1CCCN(CCC(=O)Nc2ccc3c(c2)CCC3)C1 (stereo unspecified)	·	·	·	-2	-5	·	1	-3
CCCCc1ccc(S(=O)(=O)NNC(=S)NCc2ccco2)cc1	-0.8	0	2	5	3	-14	-16	·
Cc1cccc([C@@H]2[C@@H]3C(=O)N(Cc4ccccc4)C(=O)[C@@H]3[C@]3(Cc4ccccc4)C(=O)N(c4ccccc4)C(=O)N23)c1	0.1	0	-6	-3	-2	-1	4	7
COCCN(CC(=O)Nc1cccc(C)c1C)C(=O)C1(c2ccccc2)CC1	·	6	-1	2	11	-17	-32	-5
CN1C(=O)c2cc(NC(=O)c3cscn3)ccc2OC[C@@H]2O[C@@H](CC(=O)N3CCOCC3)CC[C@@H]21	0.2	-2	2	-1	6	-5	-1	0
O=C(C1CCCCC1)N1CC(=O)N2[C@H](C1)[C@H](c1ccc(-c3cccnc3)cc1)[C@@H]2CO	0.2	2	3	·	·	-16	·	·
CCS(=O)(=O)N[C@@H]1CC[C@@H](CC(=O)Nc2ccc(-c3ccccc3)cc2)O[C@@H]1CO	0.0	-2	0	0	-14	-2	22	-4
C/C(=N\N=C(/N)SC1CC(=O)N(c2ccccc2)C1=O)c1cccs1 (stereo unspecified)	·	·	·	2	-4	·	0	3
Nc1ccn(C2CC(O)C(CO)O2)c(=O)n1 (stereo unspecified)	0.7	-3	·	1	-11	1	-1	-2
COC(=O)c1ccc(OC(=O)C2CC(=O)N(c3cccc(C)c3)C2)cc1 (stereo unspecified)	·	·	·	5	0	·	13	1
COc1ccc(CN2CCC(Cc3ccccc3)CC2)c(C)c1C	·	-5	-2	1	6	-1	-3	2
CC(C)NC(=O)C1CCCN(S(=O)(=O)c2ccc(-n3cnnn3)cc2)C1 (stereo unspecified)	·	·	·	-2	-1	·	-3	6
O=C(Cc1ccncc1)NCC[C@H]1CC[C@@H](NC(=O)C2CCC2)[C@@H](CO)O1	0.5	2	-1	-1	-2	-30	2	0
CC(=O)Nc1ncc(N=Nc2cccc(C(F)(F)F)c2)s1	·	0	-2	2	5	-10	9	26
CC(=O)N1[C@H](CO)[C@H](c2ccccc2)C12CN(C(=O)c1cnccn1)C2	-0.3	-3	-2	·	·	-20	·	·
CC1CCN(C(=O)COc2ccc(S(=O)(=O)N3CCOCC3)cc2)CC1	0.4	2	2	1	-4	-11	0	0
COc1ccc(C2(C(=O)NCc3ccccc3Cl)CCOCC2)cc1OC	-0.2	3	0	-165	2	-3	-10	-5
More records:
SMILES	E-sel inducer	ERp5 inh	CASP6 VEID inh	PglD DTNB	RAD54 inh	RAD52 anneal inh	ARNT-TACC3 inh	esBAF inh
[N-]=[N+]=NCCN1CCN(Cc2ccccc2)CCC1=O	-0.2	2	-2	-2	3	-2	3	-3
CSC1=C(C#N)C(c2ccccc2Cl)C(C(C)=O)=C(C)N1 (stereo unspecified)	·	-6	1	5	10	-16	1	-6
COc1ccc(CNC(=O)CSc2nnc(Cn3nnc4ccccc43)n2C)cc1	·	6	-2	·	-19	8	2	3
O=C(Nc1ccc2c(c1)OCCO2)c1cc2ccccc2o1	·	4	3	3	-7	-14	5	25
CCN(CC)S(=O)(=O)c1ccc(NC(=O)c2cnc(C)cn2)cc1	-0.1	19	-1	-6	-2	-6	-3	-1
CCCCn1c(N)c(N(CCOC)C(=O)c2ccc(OCc3c(C)noc3C)cc2)c(=O)[nH]c1=O	-0.1	1	3	5	1	-8	-6	-7
C[C@@H]1CCCCO[C@H](CN(C)C(=O)C2CCCCC2)[C@@H](C)CN([C@@H](C)CO)C(=O)c2cc(NS(=O)(=O)c3ccc(F)cc3)ccc2O1	0.0	3	0	1	-6	6	-1	8
Cc1ccccc1-n1c(Cn2c(=O)sc3ccccc32)nnc1SCC(=O)NCC1CCCO1 (stereo unspecified)	·	-1	-1	3	-12	-10	·	-2
CC(C)N(Cc1nc(-c2ccccc2)no1)C(=O)Cc1ccccc1	0.4	-4	0	1	-3	-3	-2	6
CN(C)CC(=O)N1CC(=O)N2[C@@H](CO)[C@H](c3ccc(-c4ccc(C#N)cc4)cc3)[C@@H]2C1	0.2	-4	5	·	·	-7	·	·

Single records, as listed above. Values in the order: E-sel inducer, ERp5 inh, CASP6 VEID inh, PglD DTNB, RAD54 inh, RAD52 anneal inh, ARNT-TACC3 inh, esBAF inh
C[C@@H]1CN([C@H](C)CO)C(=O)c2cc(N(C)C)ccc2O[C@@H](C)CCCCO[C@@H]1CN(C)C(=O)Cc1ccccc1 is listed as 0.0, 3, 1, -4, -2, 9, -7, 0
CC(=O)Nc1nonc1NC(=O)CSc1ccccn1 is listed as ·, ·, ·, -4, -4, ·, -5, -15
CSC1=C(C#N)C(c2ccccc2Cl)C(C(C)=O)=C(C)N1 (stereo unspecified) is listed as ·, -6, 1, 5, 10, -16, 1, -6
CCC1C(=O)NCCN1C(=O)c1cccc(OC2CCN(S(=O)(=O)N(C)C)CC2)c1 (stereo unspecified) is listed as ·, -2, -3, 4, -9, -7, -3, 18
C[C@H](CO)N1C[C@H](C)[C@H](CN(C)S(=O)(=O)c2ccccc2F)Oc2ncc(C#Cc3ccccc3)cc2C1=O is listed as ·, 1, -7, -2, -5, 7, ·, -1

Next part.
SMILES	E-sel inducer	ERp5 inh	CASP6 VEID inh	PglD DTNB	RAD54 inh	RAD52 anneal inh	ARNT-TACC3 inh	esBAF inh
CC(=O)c1cccc(N2C(=NC(=O)C3CCCCC3)SC3CS(=O)(=O)CC32)c1 (stereo unspecified)	-0.9	-7	4	3	3	-7	2	9
CN(c1ccc(OCC(=O)OCC(=O)Nc2ccc(F)cc2)cc1)S(=O)(=O)c1ccc(Cl)cc1	3.8	5	1	2	-2	-25	-1	·
O=S(=O)(Cc1ccccc1)NCC[C@H]1CC[C@H](NS(=O)(=O)c2ccc(F)cc2)[C@H](CO)O1	-0.4	1	3	0	1	-17	-12	2
CC(C)Oc1ccc(C(=O)OCC(=O)NC2CCCCCC2)cc1	-0.1	3	-1	0	0	7	·	-4
CCCCSCCCNC(=O)CS(=O)Cc1nc(-c2cccc(C)c2)oc1C (stereo unspecified)	·	·	·	-3	-5	·	-37	-9
CC(C)NC(=O)Nc1ccc2c(c1)C(=O)N([C@@H](C)CO)C[C@H](C)[C@H](CN(C)C)OCCCC[C@H](C)O2	0.0	1	-7	2	5	-6	0	·
CCN(CC(=O)Nc1ccc(NC(C)=O)cc1)C(=O)c1c(C)nn(Cc2ccc(C)cc2)c1Cl	0.6	0	0	-2	3	-8	5	6
O=C(c1ccccc1)N1N=C(c2ccccc2)CC1c1ccccc1O (stereo unspecified)	·	0	7	·	·	3	33	·
CC(Oc1ccccc1)C(=O)Nc1cccc(F)c1 (stereo unspecified)	·	·	·	4	4	·	-1	-5
